FN deposit inh: fibronectin deposition inhibition. AH1F fibroblasts, Alexa488-fibronectin deposition fluorescence, overnight. 350,000 compounds, 0.086% hits. inhibition, % at 12.6 µM;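 active means mean inhibition across replicates of 30% or more, regardless of how many single replicates reach that level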;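 further: positive control wells lacked labelled fibronectin entirely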
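Assay system: AH1F fibroblasts assembling fluorescent fibronectin matrix; Amount: 10000 AH1F cells per well; Buffer or medium: DMEM, 2% serum; Probe or stimulus: Alexa488-fibronectin, 24 nM final in well; Doses: single compound dose, delivered by pin transfer; Incubation: 1 h adhesion, overnight exposure; Measured by: fluorescence 485/525 nm; Read-out: fibronectin deposition inhibition.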
LGR2 antag: inhibitors of bursicon-induced Drosophila LGR2 receptor cAMP signaling; HEK293 LGR2, CRE-luciferase, bursicon-stimulated, 4 h; inhibition, % at 9.99 µM; 380,000 compounds, 0.35% hits; AID 720647;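 active means drop in luminescence signal, shown as inhibition above about 50% in the replicate tests, limit read from the data, passing the limit was not always enough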;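 further: agonist challenge used bursicon conditioned medium at about half maximal strength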
C2C12 statin: suppressors of simvastatin-induced myotoxicity in C2C12 myotubes | rescue of ATP level, % at 7.49 µM | 330,000 compounds, 0.78% hits | ATP luminescence, 48 h; scaled: DMSO 0, geranylgeraniol control 100;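 active means mean ATP rescue above about 67%, or every replicate alone reaching that limit, limit read from the data, passing the limit was not always enough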;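 further: myotubes were challenged with 10 µM simvastatin during compound exposure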
esBAF inh: blocks esBAF chromatin remodeling in mouse ES cells | Bmi1-luciferase knock-in reporter, 24 h; 100% = twice the neutral-well signal | reporter increase, % at 12.5 µM | 350,000 compounds, 2% hits | AID 602393; in the data active means activation above about 40%;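 further: 0% = median of the plate's neutral control wells and 100% = double that signal; a rise in the Bmi1 reporter signal indicates esBAF inhibition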
Active calls of the source: *; / = not tested or not shown; & = joins results of further samples.

Values run as follows: FN deposit inh	LGR2 antag	C2C12 statin	esBAF inh
1: Cc1cccc(CS(=O)(=O)Cc2ccc(C(=O)N3CCC4(CC3)OCCO4)o2)c1
  /	/	-17	/
2: CN(C)c1ccc(NC(=O)CN2C(=O)CN=C(c3ccccc3)c3ccccc32)cc1
  /	/	/	2
3: Nc1nnc(CCN2CCCCC2)s1
  /	/	/	-6
4: Cc1ccc(-n2nc(C)c3c2NC(=O)CSC3c2ccc3c(c2)OCO3)cc1 (stereo unspecified)
  /	/	/	21
5: COc1cc(OC)cc(-n2nc(C(=O)N3CCC4(CC3)OCCO4)c3ccccc3c2=O)c1
  /	/	/	-8
6: CCOc1cccc(C2NCc3ccccc3-n3cccc32)c1O (stereo unspecified)
  /	/	/	13
7: COc1ccc(/C=N/N=C(/N)N[N+](=O)[O-])c(OC)c1
  /	/	/	13
8: O=C(CN1CCN(Cc2cccc(Cl)c2)C1=O)N1CCC2(CC1)OCCO2
  /	/	/	-8
9: Cc1cccc(-n2c(O)c(C=NCCCN3CCOCC3)c(=O)[nH]c2=O)c1C
  /	/	/	-4
10: CCOC(=O)C(O)(c1ccc(NC(=O)c2ccco2)c(OC)c1)C(F)(F)F (stereo unspecified)
  /	/	/	16
11: OC(C#CCN1CCOCC1)(c1ccccc1)C1CCCC1 (stereo unspecified)
  /	/	/	3
12: CC1(C)CC2(CCO1)NCCN1C(=O)CSC12 (stereo unspecified)
  /	/	/	1
13: CC(C)C(=O)c1cn(Cc2ccccc2C#N)c2ccccc12
  /	/	/	-7
14: O=C(c1ccco1)c1cn(Cc2ccccc2)c2ccccc12
  /	-10	/	/
15: COc1ccc(-n2c(O)c(/C=C/C=Nc3ccccc3)c(=O)[nH]c2=O)cc1
  /	5	/	/
16: COc1nc2ccccc2c(=O)n1-c1ccc(C)cc1
  /	-5	/	/
17: CNC(=O)Oc1cccc(-c2cn3cc(Cl)ccc3n2)c1
  /	82*	/	/
18: CNC(=O)Oc1ccc2c(c1)C(=O)c1ccccc1CO2
  /	-2	/	/
19: C=CCN1C(=O)NC(=O)/C(=C/c2cccn2C)C1=O
  /	1	/	/
20: CC(C(N)=O)N1CC(c2ccc(Cl)cc2)CC1=O (stereo unspecified)
  /	1	/	/
21: O=c1[nH]c(=S)[nH]c(O)c1CN1CCCCC1
  /	9	/	/
22: CC(C)C12CN3CC(C(C)C)(CN(C1)C3c1cccnc1)C2=O (stereo unspecified)
  /	-3	/	/
23: O=[N+]([O-])c1ccc(NCCO)c2ncccc12
  /	16	/	/
24: CN1CCN(C(=S)SCC(=O)Nc2ccc(Cl)cc2C(=O)c2ccccc2)CC1
  /	1	/	/
25: C=CC1CN2CCC1CC2c1[nH]c2ccccc2c1CCO (stereo unspecified)
  /	11	/	/
26: O=C1C2CCN(CC2)C1Cc1ccccc1O (stereo unspecified)
  /	-4	/	/
27: C=CCN1C(=O)/C(=C/c2ccc3c(c2)CCCN3CCC)C(=O)NC1=S
  /	7	/	/
28: COc1ccc(C(CC(=O)N2CCC3(CC2)OCCO3)NS(=O)(=O)c2ccc(C)cc2)cc1 (stereo unspecified)
  /	30	/	/
29: N#Cc1ccccc1Cn1cc(C(=O)c2ccccc2F)c2ccccc21
  /	-4	/	/
30: Cc1cccc2c1N(N=O)CCC2
  /	-3	/	/
31: O=C(COc1ccccc1)N1CCN(Cc2c[nH]c3ccccc23)CC1
  /	-2	/	/
32: CC(=O)N1C[C@@H]2N[C@H](C1)C2c1ccc(Br)cc1 (stereo partly specified)
  -7&-10	/	/	/
33: CC(=NCc1cccnc1)c1c(O)n(-c2ccc(C)cc2)c(=O)[nH]c1=O
  2	/	/	/
34: CC(=O)Nc1ccccc1C(=O)OCC(=O)c1cccc2ccccc12
  -5	/	/	/
35: CN1C2CN(CC(F)(F)F)CC1C2c1ccc(Br)cc1 (stereo unspecified)
  -19	/	/	/
36: C=CCN1[C@@H]2CN(C(C)=O)C[C@H]1C2c1ccc(Br)cc1 (stereo partly specified)
  4&-8	/	/	/
37: CCN1C(=O)NC(=O)/C(=C\c2ccc(N3CCOCC3)cc2OC)C1=O
  -1	/	/	/
38: Fc1ccc(CN2CC3NC(C2)C3c2ccc(Br)cc2)cc1 (stereo unspecified)
  -11	/	/	/
39: O=C(C(Cc1ccccc1)NS(=O)(=O)c1cccc2nsnc12)N1CCC2(CC1)OCCO2 (stereo unspecified)
  3	/	/	/
40: FC(F)(F)CN1C[C@@H]2C(c3ccc(Br)cc3)[C@H](C1)N2CC1CC1 (stereo partly specified)
  20	/	/	/
41: Cc1nc2ccccn2c1P(=S)(N1CCCCC1)N1CCCCC1
  -7	/	/	/
42: OC1(c2ccccc2F)CC2CCC(C1)N2CCN1CCOCC1 (stereo unspecified)
  -1	/	/	/
43: CC1=CC(=C2C(=O)NC(=S)NC2=O)C=C(C(F)(F)F)N1C
  1	/	/	/
44: O=c1[nH]c(=S)n(Cc2ccco2)c(O)c1C=NCc1cccs1
  -13	/	/	/
45: CCCCn1c(O)c(C(C)=NCCCn2ccnc2)c(=O)[nH]c1=O
  2	/	/	/
46: CC(C)CNC(=O)c1c(N)n(Cc2ccc3c(c2)OCO3)c2nc3ccccc3nc12
  4	/	/	/
47: O=C(Cc1ccccc1)Oc1ccccc1N1C(=O)CCC1=O
  4	/	/	/
48: OCCN1C2CCC1CC(O)(c1ccc(F)cc1)C2 (stereo unspecified)
  -3	/	/	/
49: O=C([C@H]1N[C@H]2c3cccc(=O)n3C[C@H]2[C@@H]1CO)N1CCCCC1
  4	/	/	/
50: CN1[C@@H]2CN(S(C)(=O)=O)C[C@H]1C2c1ccc(Br)cc1 (stereo partly specified)
  -1&3	/	/	/

Other records
Short forms – A = FN deposit inh; B = LGR2 antag; C = C2C12 statin; D = esBAF inh
51) O=C(NC(Cc1ccccc1)C(=O)N1CCC2(CC1)OCCO2)C1CCCCC1 (stereo unspecified)
  A: 3; B: /; C: /; D: /

52) Cn1c(=O)cc(OCCCC(=O)N2CCC3(CC2)OCCO3)c2ccccc21
  A: -16; B: /; C: /; D: /

53) Cn1c(O)c(C=NCCN2CCNCC2)c(=O)n(C)c1=O
  A: -4; B: /; C: /; D: /

54) C[C@H](CO)N1C[C@H](C)[C@@H](CN(C)C(=O)Oc2ccccc2)OCc2ccccc2-c2c(n(C)c3ccccc23)C1=O
  A: 4; B: /; C: /; D: /

55) C=CCn1c(O)c(C=Nc2ccc(OC)cc2C)c(=O)[nH]c1=O
  A: 0; B: /; C: /; D: /

56) Cc1ccc(N2C(=O)/C(=C/c3ccc(CN(CCC#N)S(C)(=O)=O)o3)C(=O)NC2=S)cc1
  A: /; B: /; C: -46; D: -5

57) CCCCSP1(=S)NCCCO1 (stereo unspecified)
  A: /; B: /; C: 23; D: 0

58) CC12CN3CN(C1)CC(c1ccccc1)(C3)C2=O
  A: /; B: /; C: 102*; D: -4

59) COCCCNC(=O)Cn1cc(/C=C2\C(=O)NC(=O)N(c3ccccc3F)C2=O)c2ccccc21
  A: /; B: /; C: -4; D: -10

60) CN(C)CCN=Cc1c(O)n(C2CCCCCC2)c(=O)[nH]c1=O
  A: /; B: /; C: 4; D: -6

61) Cn1c(O)c(C=Nc2ccc3c(c2)CCC3)c(=O)n(C)c1=O
  A: /; B: /; C: -16; D: 20

62) c1ccc2c(NC3=NCCS3)cccc2c1
  A: /; B: /; C: -1; D: 4

63) COC(=O)C1=C(c2ccc(F)cc2OCc2ccccc2)C[C@@H]2CC[C@H]1N2C(=O)NCc1cc(C)oc1C(F)(F)F
  A: /; B: /; C: -14; D: 10

64) CC(=O)OC1C2CCCC1C(N1CCCC1)CC2 (stereo unspecified)
  A: /; B: /; C: 4&20; D: 0&2

65) O=[N+]([O-])c1ccc(NC2CCCC2)c2ccncc12
  A: /; B: /; C: -4; D: -11

The closing 5 compounds of the section above lead into the next:
Short forms – A = FN deposit inh; B = LGR2 antag; C = C2C12 statin; D = esBAF inh
61) Cn1c(O)c(C=Nc2ccc3c(c2)CCC3)c(=O)n(C)c1=O
  A: /; B: /; C: -16; D: 20

62) c1ccc2c(NC3=NCCS3)cccc2c1
  A: /; B: /; C: -1; D: 4

63) COC(=O)C1=C(c2ccc(F)cc2OCc2ccccc2)C[C@@H]2CC[C@H]1N2C(=O)NCc1cc(C)oc1C(F)(F)F
  A: /; B: /; C: -14; D: 10

64) CC(=O)OC1C2CCCC1C(N1CCCC1)CC2 (stereo unspecified)
  A: /; B: /; C: 4&20; D: 0&2

65) O=[N+]([O-])c1ccc(NC2CCCC2)c2ccncc12
  A: /; B: /; C: -4; D: -11

66) O=c1[nH]c(=O)n(Cc2ccc(F)cc2)c(O)c1C=NCCCN1CCOCC1
  A: /; B: /; C: 2; D: -6

67) CCCNC(=O)c1c(N)n(Cc2ccc3c(c2)OCO3)c2nc3ccccc3nc12
  A: /; B: /; C: 11; D: 2

68) CC(=NCCN1CCOCC1)c1c(O)n(C2CCCCC2)c(=O)[nH]c1=O
  A: /; B: /; C: 0; D: -2

69) CC1N(O)C2CCCCCC2N1O (stereo unspecified)
  A: /; B: /; C: -1; D: -3

70) CCCC/C(=N\O)c1c[nH]c2ccccc12
  A: /; B: /; C: 12; D: -1

71) COC(=O)C1=C(c2ccc3ccccc3c2)C[C@@H]2CC[C@H]1N2C(=O)NCCNC(C)=O
  A: /; B: /; C: -6; D: -10

72) COC(=O)C1=C(c2ccc(F)cc2OCc2ccccc2)C[C@@H]2CC[C@H]1N2C(=O)N1CCC(C)CC1
  A: /; B: /; C: -20; D: -2

73) CCCCN1CCC(O)(c2ccccc2)C(C(=O)c2ccccc2)C1 (stereo unspecified)
  A: /; B: /; C: 13; D: -4

74) O=C(c1ccc(Cl)cc1)C12CN3CN(CN(C3)C1)C2
  A: /; B: /; C: 16; D: 2

75) O=c1[nH]c(=O)n(C2CCCCC2)c(O)c1C1NCCc2ccccc21 (stereo unspecified)
  A: /; B: /; C: 12; D: -7

76) O=C(CCS(=O)(=O)c1ccc(Br)cc1)N1CCC2(CC1)OCCO2
  A: /; B: /; C: -2; D: 5

77) CCC12CN3CCN(CC(C3)/C1=N\O)C2
  A: /; B: /; C: 3; D: -9

78) c1ccc2oc(N3CCNCC3)nc2c1
  A: /; B: /; C: 25; D: -1

79) COC(=O)C(C)Oc1cc(C)cc2oc(=O)c3c(c12)CCCC3 (stereo unspecified)
  A: /; B: /; C: 2; D: -11

80) O=C(c1cc2nc(-c3ccccc3)cc(-c3ccccc3)n2n1)N1CCC2(CC1)OCCO2
  A: /; B: /; C: -24; D: -2

Single records, from the list above. Screens in order: FN deposit inh | LGR2 antag | C2C12 statin | esBAF inh
Record of C=CC1CN2CCC1CC2c1[nH]c2ccccc2c1CCO (stereo unspecified) : / | 11 | / | /
Record of COc1ccc(/C=N/N=C(/N)N[N+](=O)[O-])c(OC)c1 : / | / | / | 13
Record of CN1C2CN(CC(F)(F)F)CC1C2c1ccc(Br)cc1 (stereo unspecified) : -19 | / | / | /
Record of CN(C)CCN=Cc1c(O)n(C2CCCCCC2)c(=O)[nH]c1=O : / | / | 4 | -6
Record of O=C(c1cc2nc(-c3ccccc3)cc(-c3ccccc3)n2n1)N1CCC2(CC1)OCCO2 : / | / | -24 | -2

Next entries.
Short forms – A = FN deposit inh; B = LGR2 antag; C = C2C12 statin; D = esBAF inh
81) O=[N+]([O-])c1cccc(CCl)c1
  A: /; B: /; C: -6; D: -3

82) Nc1ncc(P(=S)(N2CCOCC2)N2CCOCC2)s1
  A: /; B: /; C: 6; D: -6

83) CCCCn1c(O)c(C(CC)=NCc2cc(OC)cc(OC)c2)c(=O)[nH]c1=O
  A: /; B: /; C: 43; D: 7

84) COC(=O)C1=C(c2c(C)noc2C)C[C@@H]2CC[C@H]1N2C(=O)N1CCc2cc(OC)c(OC)cc2C1
  A: /; B: /; C: 13; D: 1

85) CCOC(=O)N(c1ccccc1)P1(=S)OCCO1
  A: /; B: /; C: -4; D: -4

86) CCN(CC)c1ccc(CN2CC=C(c3ccc(F)cc3)CC2)cc1
  A: /; B: /; C: 13; D: -5

87) CC(Cc1ccccc1)NC(=O)NC(C)Cc1ccccc1 (stereo unspecified)
  A: /; B: /; C: -13; D: 29

88) C[C@H]1[C@@H](OS(=O)(=O)O)C[C@@H]2C[C@H]([C@@H](O)c3cc(=O)[nH]c(=O)[nH]3)NC3=NC[C@H]1N32
  A: /; B: /; C: 62; D: -28

89) CCOc1ccccc1N1C(=O)NC(=O)/C(=C/c2ccc3c4c(cccc24)CC3)C1=O
  A: /; B: /; C: 9; D: -5

90) Cc1ccc2nc(-c3ccncc3)cc(C(=O)N3CCC4(CC3)OCCO4)c2c1
  A: /; B: /; C: 1; D: -5

91) CCCCOc1ccc(CC2C(=O)N(C)C(=O)N(C)C2=O)cc1
  A: /; B: /; C: 11; D: -12

92) CC(C)c1cccc(C(C)C)c1OCCn1ccnc1
  A: /; B: /; C: -10; D: 5

High-throughput results: PubChem BioAssay, Broad Institute

An excerpt, so the mix of outcomes need not match the whole.
